Source: PubChem (National Center for Advancing Translational Sciences (NCATS))
TSHR antag = human thyrotropin receptor antagonism; TSHR-expressing cells, TSH-stimulated cAMP HTRF, 2 h; hits give low values; AID 504810; 0.2% of 330,000 active; activity change, negative = inhibition, % at 11.5 µM;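 active = activity change below a set negative limit, meaning inhibition stronger than a set level, cut at about -70% in these data; inconclusive = activity change between two set negative limits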; note: % is set by controls: 0 for no effect and ±100 for the full control effect
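Freshly harvested TSHR cells receive pin-tooled compound, then EC80 TSH at 4nM final. After 2 hours at 37 deg C, antibody in lysis buffer and cAMP-d2 are added; 30 minutes at ambient temperature precede the HTRF read.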
TCR act = T cell receptor activation; AID 504894; Potency, µM (series often up to 9.22 µM), inactives show at the top dose activation of IL-2 secretion, most hits filed as activators; 330,000 tested, under 10 active; primary human leukocytes, anti-CD3, IL-2 HTRF, 48 h; note: % of control where 0% means no effect
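1) Mix primary human leukocytes, a-CD3 beads and compound. 2) Incubate 48 hr. 3) Add HTRF IL-2 reagents (a-IL-2-K, a-IL-2-d2).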
MBNL1 CUG block = inhibitors of human MBNL1 binding to CUG repeat RNA | Q9NR56 | TR-FRET MBNL1-His/biotin-(CUG)12 binding, 665/545 ratio | Potency, µM (doses to about 57.5 µM), without a hit: at the highest dose activity change, negative = inhibition, usual class: inhibitors | 0.036% of 280,000 active | AID 2675; active = well fitted inhibition curve with a large enough effect in the signal ratio, with a control signal flat, not every such curve was filed as active; inconclusive = small, poorly fitted or top-dose-only effect, or effect the other way, or a change in a side signal; inactive = no such curve, though single readings can be large or run the other way; the % refers to the signal ratio; note: potency is the fitted concentration of half-maximal effect; % is set by controls: 0 for no effect and ±100 for the full control effect
Target sequence (Q9NR56 whole entry, looked up): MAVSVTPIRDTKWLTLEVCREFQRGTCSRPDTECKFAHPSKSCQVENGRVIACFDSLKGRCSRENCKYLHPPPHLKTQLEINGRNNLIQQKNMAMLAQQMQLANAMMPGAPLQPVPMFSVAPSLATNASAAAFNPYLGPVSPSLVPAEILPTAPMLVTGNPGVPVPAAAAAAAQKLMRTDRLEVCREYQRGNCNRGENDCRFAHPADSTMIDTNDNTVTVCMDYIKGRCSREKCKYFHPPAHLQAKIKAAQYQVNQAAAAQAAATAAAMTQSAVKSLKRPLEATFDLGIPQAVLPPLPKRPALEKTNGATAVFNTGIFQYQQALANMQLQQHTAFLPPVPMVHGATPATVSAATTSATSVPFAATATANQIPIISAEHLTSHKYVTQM
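TR-FRET between His-tagged MBNL1 and biotin-(CUG)12 RNA, detected with Tb anti-His antibody (0.055 ng/ul) and streptavidin-XL665 (5 nM), 60 min at room temperature. Compounds titrated 92 nM to 58 uM; 665/545 nm ratio normalized to buffer and complex controls.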
Menin MLL FP TR = menin-MLL binding inhibition, Texas Red mutant peptide; O00255; 0.23% of 270,000 active; Potency, µM (titrated, usually from 61.6 µM), inactives show top-dose FP activity change, negative = inhibition, hits mostly inhibitors; Menin + Texas Red MLL mutant peptide, fluorescence polarization; active = well fitted inhibition curve with a large enough effect in the polarisation, with a control signal flat, not every such curve was filed as active; inconclusive = small, poorly fitted or top-dose-only effect, or effect the other way, or a change in a side signal; inactive = no such curve, though single readings can be large or run the other way; the % refers to the polarisation; note: potency is the fitted concentration of half-maximal effect; % of control where 0% means no effect; many of its hits are not listed in these tables
MLL CXXC-DNA inh = inhibitors of human MLL CXXC domain-DNA interaction; Q03164; 0.037% of 290,000 active; Potency, µM (doses to about 115 µM), for the others: at the highest dose activity change, negative = inhibition, most hits filed as inhibitors; MLL-CXXC / FITC-HOXA9 DNA fluorescence polarization; active = well fitted inhibition curve with a large enough effect in the polarisation, with a control signal flat, not every such curve was filed as active; inconclusive = small, poorly fitted or top-dose-only effect, or effect the other way, or a change in a side signal; inactive = no such curve, though single readings can be large or run the other way; the % refers to the polarisation; note: potency is the fitted concentration of half-maximal effect
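Purified MLL-CXXC (added from a 7 uM solution) was preincubated 5 min at ambient with pinned compounds in 50 mM Tris-HCl pH 7.5, 50 mM NaCl, 1 mM DTT, 0.05% BSA. Fluorescein-labeled HOX-A9 DNA (50 nM solution) followed, 30 min, then polarization read.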
Integrin act MD = integrin-mediated muscular dystrophy alleviation activation; alpha7betagal myoblasts, beta-gal FDG fluorescence, 48 h; Potency, µM (titrated, usually from 38.3 µM), without a hit: at the top dose activation, actives largely listed as activators; 0.064% of 350,000 active; AID 624291;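 note: potency is the fitted concentration of half-maximal effect; 100% = response of the positive control SU9516; nearly all actives have a fitted effect of over 60% in size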
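Alpha7betagal+/- myoblasts (passage 13) were plated 16-24 hr, then exposed to compounds (1:260 dilution of DMSO stock) for 48 hours at 37C. After MPER lysis, β-galactosidase reporter activity was read as FDG fluorescence (ex 480/em 540) after 30 minutes.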
S-ASM inh = human S-ASM enzyme inhibition. 0.006% of 340,000 active. AID 504937. placental ASM, HMU-PC fluorogenic substrate, 60 min. Potency, µM (series often up to 57.5 µM), for inactives: top-dose activity change, negative = inhibition, most hits filed as inhibitors; note: potency is the fitted concentration of half-maximal effect
Target sequence (P17405 47-631 limits assumed): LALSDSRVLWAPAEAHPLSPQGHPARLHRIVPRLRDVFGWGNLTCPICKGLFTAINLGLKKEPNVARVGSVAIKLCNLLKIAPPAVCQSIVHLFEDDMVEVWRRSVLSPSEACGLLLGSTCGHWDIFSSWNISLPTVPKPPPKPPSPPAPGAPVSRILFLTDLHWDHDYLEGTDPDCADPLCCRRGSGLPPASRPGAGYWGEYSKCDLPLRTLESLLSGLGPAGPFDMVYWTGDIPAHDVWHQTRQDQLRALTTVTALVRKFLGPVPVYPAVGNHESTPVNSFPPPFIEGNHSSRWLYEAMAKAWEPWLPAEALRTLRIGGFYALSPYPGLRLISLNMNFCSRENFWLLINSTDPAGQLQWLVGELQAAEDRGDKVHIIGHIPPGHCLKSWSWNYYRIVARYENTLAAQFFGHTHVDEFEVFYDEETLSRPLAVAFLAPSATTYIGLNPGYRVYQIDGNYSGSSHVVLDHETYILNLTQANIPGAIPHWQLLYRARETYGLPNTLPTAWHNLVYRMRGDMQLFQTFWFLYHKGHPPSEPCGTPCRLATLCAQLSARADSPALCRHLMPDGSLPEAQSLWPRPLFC
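qHTS format. ASM enzyme prepared from human placenta hydrolyses the fluorogenic substrate HMU-PC0 (9 uM final) over 60 min at 37 °C after a 10 min compound preincubation.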
A-T KAP1 phos = potential ataxia-telangiectasia treatment; […] A-T fibroblasts, KAP-1 phosphorylation AlphaLISA; neocarzinostatin DNA damage 30 min before lysis; Potency, µM (doses to about 57.5 µM), inactives show at the highest dose activation, usual class: activators; 0.19% of 320,000 active; AID 485349; note: potency is the fitted concentration of half-maximal effect; % of control where 0% means no effect; nearly all actives have a fitted effect of over 45% in size
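hTERT-immortalized A-T patient fibroblasts ([…]), 500 cells/well in OPTI-MEM, 1% FBS, got compounds for 60 min, then NCS for 30 min at 37C. Lysates were then assayed for phospho-KAP-1 by AlphaLISA (anti-pKAP1 donor, anti-KAP1 acceptor beads), 6 hr at 25C.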
Mito fusion act = blocks mitochondrial division or promotes mitochondrial fusion | Potency, µM (highest dose often 46.1 µM), for the others: at the highest dose growth rescue (activation), usual class: activators | 0.23% of 320,000 active | AID 485298 | S. cerevisiae fusion-defective mutant growth rescue, CellTiterGlo 48 h;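 note: potency is the fitted concentration of half-maximal effect; % of control where 0% means no effect; nearly all actives have a fitted effect of over 45% in size; temperature-sensitive fusion mutants such as fzo1-1 at 37 °C on non-fermentable ethanol glycerol medium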
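Read-out: ATP-based luminescence (CellTiterGlo, 10 min ambient) reporting growth of fusion-defective ts yeast after 48 hours at 37C on glycerol/ethanol YPEG medium in the presence of compound.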
TSG101-PTAP inh = blocks PTAP/TSG101 interaction to inhibit HIV-1 budding; Potency, µM (top dose mostly 115 µM), for the others: at the highest dose activity change, negative = inhibition, actives largely listed as inhibitors; 340,000 tested, under 10 active; Fluorescence polarization, FITC-PTAP peptide / Tsg101 binding; Q99816; active = well fitted inhibition curve with a large enough effect in the main read-out, with a control signal flat, not every such curve was filed as active; inconclusive = small, poorly fitted or top-dose-only effect, or effect the other way, or a change in a side signal; inactive = no such curve, though single readings can be large or run the other way; note: potency is the fitted concentration of half-maximal effect; % of control where 0% means no effect
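FP read-out: FITC-PTAP peptide, 50 nM final, binding Tsg101 binding domain, 10 uM final; 20 min, r.t.; 10 mM HEPES pH 7.5, 0.15 M NaCl, 0.01% Tween 20, 3 mM EDTA, 0.1 mM TCEP.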
* hit, by the source's call; ? = inconclusive; . = not tested or not shown; [ ] = another dose, or the depositor's remark. Unless noted, calls come from the whole dose curve; as a rule, active = well fitted curve in the direction sought with a large enough effect; inconclusive = small, poorly fitted or top-dose-only effect, or another doubt; inactive = no such curve, though single readings can be large; an effect the other way counts as inactive or inconclusive. A portion of the library; rates above refer to the full screens.

SMILES	TSHR antag	TCR act	MBNL1 CUG block	Menin MLL FP TR	MLL CXXC-DNA inh	Integrin act MD	S-ASM inh	A-T KAP1 phos	Mito fusion act	TSG101-PTAP inh
COc1cc(NC(=O)CC(C)n2ccnc2)cc(OC)c1 (configuration not stated)	0	-2%	-6%	-15%	?	-20%	0%	5%	6%	-8%
Cc1sc(NC(=O)CN2CCN(c3ccccn3)CC2)c(C#N)c1C	-13	5%[46.1 µM]	?	-2%	-1%	19%	-1%	-2%	8%	0%
O=C(Nc1ccccc1N1CCOCC1)c1cc(Cl)c2c(c1)OCO2	7	2%	.	.	.	1%	-1%	2%	-2%	-1%
Cc1nn(CC(=O)NCC2CCCO2)c(C)c1[N+](=O)[O-] (configuration not stated)	12	-3%	-8%	-1%	-1%	8%	5%	-2%	-3%	-7%
O=C(O)c1ccccc1C(=O)N(Cc1ccccc1)Cc1ccccc1	8	-2%	-5%	2%	-10%	12%[7.66 µM]	5%	8%	-1%	-7%
CO/N=C(\Cn1ncc(N2CCCC2)c(Cl)c1=O)c1ccc(Cl)cc1	0	3%	4%	-1%	4%	8%	-3%	5%	22%	-5%
CCc1nc2ccccc2n1Cc1cc(=O)n2cc(C)ccc2n1	3	2%	12%	-3%	-3%	-12%	5%	13%	7%	-5%
CCN(c1ccccc1)S(=O)(=O)c1ccc(C(=O)Nc2nnc(-c3ccco3)o2)cc1	23	1%	19%	?	-16%	-4%	-3%	0%	?	-9%
CCOC(=O)N1CCN(S(=O)(=O)c2ccc(C(=O)Nc3nnc(CC)o3)cc2)CC1	11	11%[46.1 µM]	.	-1%	0%	-3%	0%	12%	3%	0%
FC(F)Oc1ccc(C2=Nn3c(nnc3-c3ccccc3Cl)SC2)cc1OCC1CC1	10	-9%	.	.	.	.	1%	-2%	.	1%
O=C(CSc1nncc2ccccc12)Nc1ccccc1	-4	0%	3%	9%	0%	6%	1%	-1%	12%	-2%
O=C(O)c1nc2ccccc2nc1C(=O)O	3	2%	?	1%	-4%	12%	0%	-2%	-2%	-3%
COc1ccc(-c2cc(C(=O)Nc3ccc(S(=O)(=O)Nc4onc(C)c4C)cc3)c3ccccc3n2)cc1	-9	0%	.	.	1%	8%	17%	2%	6%	-2%
NC(=O)c1nn(-c2ccccc2)nc1N	9	-3%	1%	?	1%	14%	6%	.	6%	-2%
Cc1[nH]c2c(C)cccc2c1CCNS(=O)(=O)c1cccc([N+](=O)[O-])c1	1	-5%[46.1 µM]	?	?	-4%	0%	-10%	7%	-4%	-1%
CC(C)COC(=O)Cc1c(O)c2ccccc2[nH]c1=O	3	-1%	-2%	-5%[11.7 µM]	-2%	7%	1%	19%	-1%	-6%
CCC1=NN2C(=N)/C(=C\c3cccn3-c3ccc(C)cc3C)C(=O)N=C2S1	1	-3%	8%	17%	11%	24%	-24%	3%	-2%	1%
O=C(Nc1ccc(F)c(F)c1)c1ccco1	6	4%	?	-3%	-5%	?	7%	1%	23%	-3%
O=C(c1ccc2ccccc2n1)N1CCN(S(=O)(=O)c2ccccc2)CC1	.	.	.	.	.	-7%	9%	8%	.	-2%
O=C(O)C1CCCN1C(=O)NC1CCCCC1 (configuration not stated)	19	-1%	-13%	9%	-10%	19%	4%	-3%	3%	-1%
CC(=O)C1=C(C)NC(C)=C(C(C)=O)C1c1cn(-c2ccccc2)nc1-c1cccs1	20	-6%[46.1 µM]	6%	-10%	-4%	-3%	2%	0%	0%	-1%
CON(C)S(=O)(=O)NC(=O)C1=C(N2CCCC2)COC1=O	-26	6%	.	.	.	-15%	2%	1%	3%	-4%
O=C(Nc1cc(Cl)ccc1Oc1ccccc1)C1=COCCO1	8	-7%	.	.	.	-17%	-4%	19%	?	0%
COc1ccccc1CN(C(=O)CCl)C(C(=O)NC1CCCCC1)c1ccncc1 (configuration not stated)	8	-6%[46.1 µM]	.	-4%	12%	8%	6%	2%	0%	-9%
Cc1cc(C)c2c(=O)[nH]c(SCC(=O)Nc3ccccc3)nc2n1	-7	-4%	6%	2%	-4%	17%	-2%	4%	1%	-3%

(listing goes on)
SMILES	TSHR antag	TCR act	MBNL1 CUG block	Menin MLL FP TR	MLL CXXC-DNA inh	Integrin act MD	S-ASM inh	A-T KAP1 phos	Mito fusion act	TSG101-PTAP inh
COc1cccc(NC(=O)/C=C/c2ccc([N+](=O)[O-])cc2)c1	-3	1%	?	.	29%	5%	-1%	12%	9%	-4%
COc1ccc(C2=NC(C(F)(F)F)(C(F)(F)F)c3c(n(C)c(=O)n(C)c3=O)N2)cc1	0	4%	9%	-2%	1%	9%	5%	-7%	0%	-1%
COc1cc(C(=O)OCC(=O)NC2CC2)cc(OC)c1OC	0	6%	.	.	.	3%	-4%	4%	-3%	-6%
Cn1cnnc1SCC(=O)N1N=C(c2ccc(Cl)cc2)CC1c1ccco1 (configuration not stated)	-8	6%	3%	-1%	-1%	-49%[inhibitor]	1%	-2%	3%	-4%
O=C(N/N=C\c1cn[nH]c1-c1ccccc1)c1cccnc1	-6	.	2%	-11%	-10%	3%	1%	0%	1%	-11%
c1coc(Cn2nnnc2CN2CCN(C3CCCC3)CC2)c1	-3	2%	4%	-1%	0%	-30%	0%	6%	-4%	-7%
CCN(CC)CCNC(=O)c1cc2cc(Br)ccc2s1	6	-7%	6%	6%	-4%	-51%[inhibitor]	-3%	-10%	2%	-1%
Cc1c(C(=O)O)oc2ccc(S(=O)(=O)NCc3ccccc3)cc12	1	-16%	-8%	-8%	-7%	?	4%	1%	0%	1%
O=C1CCN(Cc2ccccc2)CCN1[C@H](COc1ccccc1)c1ccccc1	-11	9%	3%	-22%	9%	2%	0%	9%	0%	-1%
CC(=O)c1cccc(NC(=O)C(C)OC(=O)CCn2c(C)csc2=O)c1 (configuration not stated)	-6	-6%	.	.	.	-27%	-5%	-3%	-2%	-4%
CC(=O)Nc1cccc(C(=O)OCCCOc2ccc(F)cc2)c1	-18	-1%	-3%	17%	?	-12%	-2%	2%	-6%	-4%
Cc1nn2cc(-c3ccc(Cl)cc3)cnc2c1Br	8	0%	-12%	-4%	?	8%	1%	2%	1%	-2%
CCOC(=O)C1CCCN(C(=O)/C=C/c2ccc([N+](=O)[O-])cc2)C1 (configuration not stated)	-2	15%[46.1 µM]	?	-4%	-8%	-29%	3%	-2%	0%	-3%
CCN(CC)C(=O)C(=O)Nc1cccc(Br)c1	7	-4%	-5%	-15%	2%	?	-1%	0%	3%	0%
CCN(CC)CCOCCOc1cc(C)c(Cl)c(C)c1	-3	6%	-7%	-7%	1%	-33%	0%	2%	-1%	-8%
Cc1cc(Br)ccc1N=C1C(=O)Nc2ccccc21	2	-5%	?	-15%	-3%	4%	-1%	3%	-7%	0%
CCCCN(CC)CCCNC(=O)c1ccc(CS(=O)(=O)c2ccccc2C)o1	5	-3%	-3%	-6%	4%	0%	2%	10%	3%	0%
O=[N+]([O-])c1cc([N+](=O)[O-])c(Oc2ccc(F)cc2)cc1NN1CCCCC1	-4	2%	-1%	-4%	-5%	-3%	27%	-1%	-1%	1%
Cn1c(Sc2ccc(C(=O)O)cc2[N+](=O)[O-])nnc1-c1ccccc1	8	2%	?	1%	-11%	3%	2%	1%	0%	1%
Cn1c(Cc2cccs2)n[nH]c1=S	-3	.	-6%	0%	9%	-8%	2%	-8%	-8%	0%
COc1cccc(CN2C(=O)C(C)N(C(=O)c3ccccc3)c3ccccc32)c1 (configuration not stated)	-10	-3%	-7%	?	?	5%	-2%	-1%	12%	-5%
O=C(Nc1cccc(F)c1)Nc1c[nH]c(=O)[nH]c1=O	0	2%	-27%	-13%	27%	-1%	6%	-11%	0%	0%
COc1c(-c2ccccc2)oc2c(ccc3occc32)c1=O	13	2%	.	0%[24.8 µM]	.	?	-4%	-2%	3%	-6%
Cc1ccc(-c2nnc(CN3CCCCC3C)o2)cc1 (configuration not stated)	4	9%	1%	-20%	35%[activator]	?	-2%	7%	3%	-6%
O=C(NCCc1cnc[nH]1)Nc1cccc(C(F)(F)F)c1	7	.	-17%	19%	2%	?	-1%	-12%	0%	-5%
